From PubChem BioAssay
12-LOX inh = blocks human arachidonate 12S-lipoxygenase | P18054 | AID 1671190 | purified 12hLO, xylenol orange hydroperoxide absorbance | Potency, µM (series often up to 108 µM), inactives show at the highest dose activity change, negative = inhibition, most hits filed as inhibitors | hit rate 1.1% among 580,000; active = well fitted inhibition curve with a large enough effect; inconclusive = small, poorly fitted or top-dose-only effect, or another doubt; inactive = no such curve, though single readings can be large or run the other way
Target sequence (P18054 whole entry, looked up): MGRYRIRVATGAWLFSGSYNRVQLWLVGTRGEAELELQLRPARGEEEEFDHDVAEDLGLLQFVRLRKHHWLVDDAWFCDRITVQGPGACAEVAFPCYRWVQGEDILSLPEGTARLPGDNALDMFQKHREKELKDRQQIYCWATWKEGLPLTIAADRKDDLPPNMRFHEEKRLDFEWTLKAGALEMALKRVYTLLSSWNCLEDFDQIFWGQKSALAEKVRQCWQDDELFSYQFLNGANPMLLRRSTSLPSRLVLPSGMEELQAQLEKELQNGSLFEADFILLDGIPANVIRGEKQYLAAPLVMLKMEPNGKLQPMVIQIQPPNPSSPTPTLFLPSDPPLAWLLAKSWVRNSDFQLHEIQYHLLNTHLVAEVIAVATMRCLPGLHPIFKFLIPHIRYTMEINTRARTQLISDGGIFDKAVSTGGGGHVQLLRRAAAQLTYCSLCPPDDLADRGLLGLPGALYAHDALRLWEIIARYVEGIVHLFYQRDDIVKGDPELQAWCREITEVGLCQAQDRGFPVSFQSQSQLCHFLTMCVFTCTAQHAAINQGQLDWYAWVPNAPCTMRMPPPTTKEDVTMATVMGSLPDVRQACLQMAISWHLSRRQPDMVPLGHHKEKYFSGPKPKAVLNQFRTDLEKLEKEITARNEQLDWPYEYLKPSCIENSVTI
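Purified human 12hLO at 150 nM in 25 mM Hepes, 0.01% Triton X-100, pH 7.0, preincubated 15 min at room temperature with compound. Reaction started with 40 uM arachidonic acid, 30 min at room temperature. Hydroperoxide measured by Fe-xylenol orange, 573/405 nm absorbance ratio.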
* = called active by the depositor; ? = inconclusive; & = joins results of further samples; [ ] = dose if it differs, or a comment. % is scaled to controls: 0 for no effect and ±100 for the full control effect; potency is read from the fitted curve at half-maximal effect. These rows are one share of the data. The share of hits here may be higher or lower than overall.

SMILES	12-LOX inh
O=C(Nc1ccccc1-c1ccccc1)c1ccccc1Cl	31%
NC(=O)CCS(=O)(=O)CCN1CCN(S(=O)(=O)c2ccccc2)CC1	3%
CC(=O)NCCc1ccc(C(=O)COC(=O)c2ccc(C)s2)cc1	-17%
Cn1cc(S(=O)(=O)N2CCCC(C(=O)Nc3ccn(Cc4ccc(Cl)c(Cl)c4)n3)C2)cn1 (stereo not given)	20%
Cc1oc(-c2cccs2)nc1CC(=O)N1CCOCC1	21%
O=C(NNC(=O)C1CCCCC1)c1ccc(Cl)cc1	18%
CCn1nc(C(=O)OCC(=O)N(C)Cc2ccco2)c2ccccc2c1=O	11%
Brc1ccc2nc(-c3ccccc3)c(Cc3ccccc3)n2c1	?
Cc1nc2ccc(Cl)cc2cc1C(=O)NC(C)C	10%
CC(=O)C1C(=O)CC(C)(O)C(C(C)=O)C1c1ccc(O)cc1 (stereo not given)	-35%
COC(=O)c1cc(/C=C(/C#N)c2nc3ccccc3[nH]2)oc1C	20%
CNc1cc(C(=O)N[C@H](c2cccs2)C2CC(O)C2)ccn1 (stereo not given in full)	27%
CC(=O)N1CCC2(CC1)CN(C(=O)CCC(=O)O)Cc1ccccc1O2	12%[6.33 µM]
CS(=O)(=O)c1cccc(-c2ccc3nncn3c2)c1	2%
CC(C)CN1C(=O)CSCC1(C)C(=O)Nc1ccc2c(c1)OCCO2 (stereo not given)	-1%
Cc1cc(=O)oc2c(C)c(OCC(=O)NCc3ccc(S(N)(=O)=O)cc3)ccc12	-1%
COc1cc(/C=C(/C#N)c2nc3ccccc3[nH]2)ccc1OCCC(C)C	?
O=C(c1ccccc1)N1CCC(c2nn(-c3ccc(Cl)cc3)c(=O)[nH]2)CC1	35µM*
COC[C@H]1CCCN1C(=O)CC[C@H]1CNC(=O)[C@@H]2[C@@H](CCN2C2CCOCC2)N1C	23%[176 µM]
COc1cccc(S(=O)(=O)N2CCCCCCN(C)C(=O)CC2)c1	42%[activator]

By substructure, the compounds so far containing a furan ring, fused or not (two)
SMILES	12-LOX inh
CCn1nc(C(=O)OCC(=O)N(C)Cc2ccco2)c2ccccc2c1=O	11%
COC(=O)c1cc(/C=C(/C#N)c2nc3ccccc3[nH]2)oc1C	20%

Sorted by formula weight (ascending): 3 of the compounds above
SMILES	12-LOX inh
CC(C)CN1C(=O)CSCC1(C)C(=O)Nc1ccc2c(c1)OCCO2 (stereo not given)	-1%
CCn1nc(C(=O)OCC(=O)N(C)Cc2ccco2)c2ccccc2c1=O	11%
Cn1cc(S(=O)(=O)N2CCCC(C(=O)Nc3ccn(Cc4ccc(Cl)c(Cl)c4)n3)C2)cn1 (stereo not given)	20%

Next part:
SMILES	12-LOX inh
O=C(Cn1cccc1-c1nc(-c2ccccc2)no1)Nc1ccc(F)cc1	-17%
N#C/C(=C/c1ccc(OC(F)F)cc1)C(=O)c1c[nH]c2cc(F)ccc12	?
NC(=O)c1ccc(O[C@@H]2COCC[C@H]2NC(=O)N2CCOCC2)cc1	-9%
Cc1ccc(-n2nc3n(c2=O)CCN(C(=O)Nc2ccc(Cl)cc2)C3)cc1	-14%
COc1ccc(C(O)c2ncc(-c3cccc(C(F)(F)F)c3)[nH]2)cc1F (stereo not given)	-10%
O=C(NCc1cccn1Cc1cccc(F)c1)NC12CC3CC(CC(C3)C1)C2	-24%
CCC(CC)C(=O)Nc1ccc(OC)c2ncccc12	19%
OC1(CN2CCCCC2)CCN(Cc2cnn(-c3cccc(F)c3)c2)C1 (stereo not given)	42%[activator]
CC(C)c1ccc(O)c(=O)cc1	22µM*
c1ccc2c3c(ccc2c1)-c1cccc2cccc(c12)O3	-13%
COc1ccc(N2C[C@H](C)[C@@H](CC(=O)Nc3ccc(Br)cc3)C2=O)cc1	2%
COc1ccc(-c2ccc3nc(-c4cccc(C)c4C)oc3c2)c(OC)c1OC	12%
COC[C@@H]1[C@H](C(=O)N2CCN(c3ccc(F)cc3)CC2)CCC(=O)N1C	20%
COC(=O)c1cc(NC(=O)c2ccc(OC(F)F)cc2)c(F)cc1F	?
COc1ccc(C(=O)N2CCCC2(C)C(=O)O)cc1C(F)(F)F (stereo not given)	1%
Cc1ccc(CN2CCCC2)cc1	?
COc1ccc(OC)c(NC(=O)c2cc3c(OC)c(OC)c(OC)cc3[nH]2)c1	15%
COc1ccc2nc3n(c2c1)[C@@H](CNC(=O)NC(C)C)COC3	8%[176 µM]
CNC(=O)[C@@H]1CN(S(=O)(=O)c2ccc(Cl)s2)C[C@H]1c1n[nH]c(C)n1	9%
Cc1ccc2[nH]c(=O)cc(C(=O)N3CCOC(CCCC(C)C)C3)c2c1 (stereo not given)	24%
Cc1ccc(NC(=O)CN(c2ccnn2C(C)C)S(=O)(=O)c2ccccc2)cc1	-1%
Cc1cnc(C(=O)N2CCC(n3nccc3NC(=O)CCOc3ccccc3)CC2)cn1	24%
COc1cc(Cl)cc2cc(C(=O)N3CCOCC3)c(=O)oc12	3%
N#Cc1nc(-c2ccc(S(=O)(=O)N3CCOCC3)cc2)oc1NCCCN1CCOCC1	-9%
COc1ccccc1C(=O)NCCC1CCN(C(=O)Nc2ccccc2F)CC1	-2%
COc1ccccc1C(=O)N1CCc2nc(C(C)C)nc(-c3ccc(Cl)cc3)c2CC1	9%[6.33 µM]
CN(Cc1cc(F)c(F)c(F)c1)C1CCc2nn(CC3CC3)c(=O)n2CC1 (stereo not given)	73%[activator]
CC(C)(CC(=O)O)CC(=O)N[C@H]1CO[C@H]2[C@@H]1OC[C@@H]2Nc1nccc(-c2ccc3c(c2)OCO3)n1	-3%
O=C([C@H]1O[C@H](CCN2C[C@@H]3C[C@H](C2)c2cccc(=O)n2C3)CC[C@@H]1O)N1CCN(c2ccccc2)CC1	6%
O=C(O)C[C@@H]1CCN(C(=O)C2CCCC2)C[C@@H]1CC1=NCCc2cc(F)ccc21	?
Cc1cc(Cl)ccc1C(O)c1ncc(-c2ccccc2Cl)[nH]1 (stereo not given)	0%
CC1=C(C(=O)N2CCOCC2)CC(CC(=O)NCc2cccs2)C(=O)N1CCCN1CCCC1=O (stereo not given)	24%
CC(=O)Nc1ccc(C(=O)CSc2ccccc2Cl)cc1	?
CCc1noc(-c2cn(C3CCN(C(=O)c4cc(Cl)ccc4OC)CC3)nn2)n1	30%
COc1cccc(CNC(=O)c2ccc(C)cc2)c1	7%
Cc1nc2ccccc2n1CC(=O)N[C@@H]1COCC[C@@H]1OCC1CC1	32%[activator]
CN(C)C(=O)N1C2CCC1CN(c1ccc(C(F)(F)F)cc1)C2	5%[6.33 µM]
CCOc1ccc(C(O)Cn2ccn3nc(-c4ccccc4C)cc3c2=O)cc1 (stereo not given)	?
COCC(=O)N(C)C[C@@H]1Oc2cc(Br)ccc2S(=O)(=O)N([C@H](C)CO)C[C@H]1C	8%
Cn1cnnc1CC1CCN(S(=O)(=O)c2ccc(F)cc2)CC1	32%[activator]
CCCCCCCCCCCCS(=O)CCC(=O)O (stereo not given)	-26%
CC(NC(=O)C1CCCCC1)c1ccc(C(F)(F)F)cc1 (stereo not given)	9%
COC(=O)c1cc(OC(=O)/C=C/c2ccc3ccccc3n2)cc(C(=O)OC)c1	?
COc1cccc(/C=C(/C#N)c2ccccn2)c1OC(F)F	?
Cc1nc(CSc2nccc(C(F)(F)F)n2)cs1	3%
COc1ccc(OC)c(NC(=O)Cc2c(C)c3ccc(OC)c(C)c3oc2=O)c1	16%
COc1ccc(-c2cn3c(n2)CO[C@@H](CNC2CCCC2)C3)cc1	20%[176 µM]
Cc1ccccc1N1Cc2c(NC3CCCCC3)ncnc2N(C)CC1=O	39%[activator]
COc1ccc(NC(=O)C2CC(=O)N(c3n[nH]c4ccccc34)C2)c(OC)c1 (stereo not given)	9%
Cc1cc(OCC(=O)NC(C)C)c2c(C)c(C)c(=O)oc2c1	4%
O=C(NC(c1ccc2c(c1)OCO2)c1ccccn1)C1CCN(CCOc2ccc(Cl)cc2Cl)CC1 (stereo not given)	?
COc1cccc(CC(=O)N2CCCn3nc(C)c(-c4ccnn4C(C)C)c32)c1	5%[176 µM]
Cc1ccccc1/C=C1\CCc2ccccc2C1=O	?
Cc1ccc2nc(Nc3nc(CSc4ncccn4)cc(=O)[nH]3)nc(C)c2c1	7%
CCC(C)(C)c1ccc2c(C(=O)N3C[C@H](N)C[C@H]3C(=O)NC)csc2c1	13µM*
Cn1cc(C(=O)N2CCC3(CC2)CN(Cc2ccccc2)CC3CO)cn1 (stereo not given)	52%[activator]
CCC(=O)Nc1ccc2c(c1)OC[C@@H](C)N(Cc1cccc(F)c1)C[C@@H](C)[C@@H](OC)CN(C)C2=O	?
NC(=O)c1cccnc1N1CCN(CC2(O)CNCCOC2)CC1 (stereo not given)	?
CC(C)c1ccc(CN2C[C@@H]3C(=O)N(Cc4ccc5c(c4)OCO5)C(=O)[C@@H]3C2)cc1	?
COc1ccc(CNC(=O)N2CC[C@@](O)(C3CCC3)[C@H](C)C2)cc1	-3%
Remaining list, next part
SMILES	12-LOX inh
CCOc1ccc(CN2CCN(C3CCN(C(C)C)CC3)CC2CCO)cc1 (stereo not given)	39%[activator]
Cc1ccc2c(COC(=O)COc3ccccc3)cc(=O)oc2c1C	0%
Cc1ncc2n1C(=O)N(C1CCN(Cc3ccc(N(C)C)cc3)CC1)C2	-11%&16%
CCCc1ccc(C(NC(=O)Cn2ccc(=O)[nH]c2=O)c2cccs2)cc1 (stereo not given)	-23%
CC1Oc2ccc(NC(=O)c3cccc(F)c3)cc2CN(Cc2ccc3c(c2)OCO3)C1=O (stereo not given)	-2%
Cc1ccc(C)c(NC(=O)N(C)CC2CCOC2)c1 (stereo not given)	30%[activator]
CCc1noc(-c2cccn3c(CNC(=O)C4CCCCC4)nnc23)n1	45%[activator]
COC[C@@H]1CN(Cc2cnn(C(C)C)c2)C[C@H]1c1nc(C2CC2)no1	1%
CCOC(=O)C1=C(C)Nc2ncnn2C1c1ccc(O)cc1 (stereo not given)	25%
Nc1ccc(C(=O)OC2CCCCC2)cc1	?
O=C1Cc2c(-c3ccccc3Cl)n[nH]c2CN1Cc1ccccc1F	10%[176 µM]
CCOC(=O)CSC(C(=O)NC(N)=O)C(C)C (stereo not given)	-1%
CCn1c(CN(C)C)nnc1C1CCN(C(=O)c2ccn(C(F)F)n2)CC1	0%
Cc1cc(C=O)cc(C)c1O	-31%
CN(Cc1cnc2ccccn12)C(=O)c1cc(NC(=O)c2ccccc2)cc2ncn(C3CCCC3)c12	0%
COc1ccc(-c2cc(N3CCN(C(=O)Cc4c(F)cccc4Cl)CC3)n[nH]2)cc1	26%
O=C(c1ccc2c(c1)OCCO2)C1CCN(C(=O)c2ccccc2)CC1	-7%
C=CCNC(=O)c1cn2c(n1)CN(C(C)=O)CC2	2%[12.5 µM]
O=C(O)CNC(=O)C12CC3CC(CC(C3)C1)C2	-39%
CN(C)c1cccc(Nc2cc3c(cn2)NCCN(Cc2ccccc2)C3)c1	?

Reformatted: results already given
12-LOX inh | mol
1% | COC[C@@H]1CN(Cc2cnn(C(C)C)c2)C[C@H]1c1nc(C2CC2)no1
25% | CCOC(=O)C1=C(C)Nc2ncnn2C1c1ccc(O)cc1 (stereo not given)
? | Nc1ccc(C(=O)OC2CCCCC2)cc1
10%[176 µM] | O=C1Cc2c(-c3ccccc3Cl)n[nH]c2CN1Cc1ccccc1F
-1% | CCOC(=O)CSC(C(=O)NC(N)=O)C(C)C (stereo not given)

Additional entries
SMILES	12-LOX inh
CC(C)NC(=O)c1cccc2c1CCCN2CC(=O)NC1CCCC1	-18%
N#Cc1ccc(CSc2ccc3c(c2)OCCO3)cc1	20%
CCOc1ccc(CNC(=O)c2ncoc2-c2cccc(Cl)c2)cc1OC	?
Cc1ccc(C2C(C(=O)c3cccs3)=C(O)C(=O)N2CCc2ccccc2)cc1 (stereo not given)	6%
CC(C)CN1C(=O)C(CC(=O)N2CCOCC2)Sc2ncccc21 (stereo not given)	9%
COc1ccc(NC(=O)c2cc(C3CCCCN3C(=O)C3CCCCC3)on2)c(C)c1 (stereo not given)	14%
Cc1nc(-c2c(Cl)cccc2Cl)sc1C(=O)N1CCCC(C(=O)O)C1 (stereo not given)	?
N#Cc1ccc(COC(=O)c2ccccc2SCC2CCCO2)cc1 (stereo not given)	17%
O=C(C[C@@H]1C[C@H]2O[C@H](CNC3CCC(F)(F)CC3)[C@@H](O)[C@H]2O1)N1CCOCC1	-9%[176 µM]
CC(COc1ccc(F)cc1)CN1CCC(C(O)(c2ccccc2)c2ccccc2)CC1 (stereo not given)	0%
Cc1ccc(N(Cc2nc3nc(C)cc(=O)n3[nH]2)C(=O)c2ccccc2Cl)cc1	?
CC(C)CNC(=O)C1(C)CCCN1C(=O)Cc1cccc2ccccc12 (stereo not given)	-1%
Cc1ccc(C)c(NC(=O)c2cc3c(cc2C)OCCCO3)c1	20%
CC[C@@H](Nc1ncnc2c1CN(C1CCCNCC1)C(=O)CN2C)c1ccccc1 (stereo not given in full)	?
O=[N+]([O-])c1ccc(/C=N/NC(=S)Nc2ccccc2)cc1	?
COC(=O)C1=C(C)N(C)C(=NCc2cc(OC)c(OC)c(OC)c2)NC1c1cccc(F)c1 (stereo not given)	13%
CC(Sc1nc(CN2CCOCC2)nc2ccccc12)C(=O)c1ccccc1 (stereo not given)	46%[activator]

Single values from above.
`O=C(C[C@@H]1C[C@H]2O[C@H](CNC3CCC(F)(F)CC3)[C@@H](O)[C@H]2O1)N1CCOCC1` – 12-LOX inh = -9%[176 µM]
`N#Cc1ccc(CSc2ccc3c(c2)OCCO3)cc1` – 12-LOX inh = 20%
